MT1-MMP act inh = blockers of MT1-MMP proenzyme processing, primary screen, HT1080 RFP-PRO-GFP cells, GFP/RFP fluorescence; Matrix metalloproteinase-14 (Homo sapiens), P50281; GFP/RFP ratio fluorescence, overnight; percent of plate control window, DMSO zero; GFP/RFP ratio change, % at 20 µM; actives 0.061% (n = 360,000); AID 651647, 2012;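 active = GFP/RFP ratio change of at least 30% with cell ATP level not reduced by more than half and red fluorescence within 50% of control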; also: strong numbers were not always called active
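Compound: 20 µM single dose, 1% DMSO / System: HT1080 RFP-PRO-GFP cells / Controls: DMSO and RFP-L50D-GFP cell wells / Read-out basis: GFP/RFP fluorescence ratio / Schedule: overnight compound exposure at 37 °C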
SKN-1 inh = suppressors of acrylamide-induced Pgst-4::GFP reporter in worms, primary screen, SKN-1 inhibitor project, whole organism, uHTS, GFP/RFP fluorescence ratio, strain VP596. AID 624304, 2012. inhibition, % at 21.8 µM. actives 0.49% (n = 360,000). C. elegans VP596 Pgst-4::GFP/RFP ratio, 24 h;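 active = interference check ratio from 0.5 to 1.5 plus GFP to RFP signal ratio inhibition reaching or exceeding a fixed threshold, cut at about 30% in these data, passing the limit was not always enough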; also: some compounds called inactive have numbers as strong as hits
FAS-TE inh = FAS thioesterase domain inhibitors, primary screen, biochemical, fluorescence intensity, uHTS; AID 602261, 2012; recombinant FAS-TE, OMFH fluorogenic substrate, fluorescence endpoint; inhibition, % at 15 µM; actives 0.67% (n = 360,000); Fatty acid synthase (Homo sapiens), P49327;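 active = compounds whose normalised, plate-corrected inhibition of enzyme fluorescence in the single-dose primary screen is 50% or more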;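 also: 0% = DMSO with enzyme and 100% = substrate without enzyme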
NRP1-CendR mod = modulators of CendR peptide binding to NRP-1, primary screen, biochemical, fluorescence polarization, uHTS. FAM-RPARPAR peptide binding to NRP-1. inhibition, % at 25 µM. actives 0.85% (n = 360,000);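 active = inhibition or corrected inhibition above about 18%, plus a signal ratio from 0.5 to 1.5, limit read from the data, passing the limit was not always enough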; also: strong numbers were not always called active
bovine MsrA act = bovine MsrA enzyme activators, primary screen, biochemical, absorbance, HTS; actives 0.3% (n = 360,000); Methionine sulfoxide reductase A (Bos taurus); activation, % at 10.6 µM; purified bovine MsrA, absorbance read-out; AID 602163, 2012; in the data active = activation above about 7.5%;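 also: 0% = vehicle and 100% = reference activator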
TbMetRS inhib = T. brucei MetRS inhibitors, primary screen, biochemical, luminescence; methionyl-tRNA synthetase (Trypanosoma brucei brucei); purified T. brucei MetRS, ATP depletion, Kinase-Glo luminescence; inhibition, % at 11.9 µM; actives 0.4% (n = 360,000); AID 624268, 2012;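 active = inhibition above a per-plate cutoff of the control wells' mean inhibition plus 3 SD, cut at about 5.5% in these data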;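 also: 0% = DMSO wells median and 100% = median of wells with control inhibitor compound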
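assay system = parasite MetRS enzyme | timing = 15 min preincubation, 2 h reaction, all 25 °C | evaluation = percent inhibition relative to median high and low control wells | medium = HEPES buffer containing pyrophosphatase, BSA, spermine, DTT | compound = single dose, 11.9 µM final nominal, 0.9% final DMSO | detection = Kinase-Glo luminescence, ATP depletion format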
PABP1 MLLE inh = inhibitors of PABP1 MLLE–PAM2 peptide binding, primary screen, biochemical, fluorescence polarization, FITC-PAM2, GST-MLLE. Polyadenylate-binding protein 1 (Homo sapiens), P11940. inhibition, % at 20 µM. actives 0.36% (n = 360,000). AID 588489, 2011; in the data active = inhibition above about 35%, passing the limit was not always enough;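 also: plate controls were DMSO wells with GST-MLLE for no effect and wells lacking GST-MLLE protein for full effect; some results filed as inactive read as strong as hits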
Target sequence (P11940 whole entry, looked up): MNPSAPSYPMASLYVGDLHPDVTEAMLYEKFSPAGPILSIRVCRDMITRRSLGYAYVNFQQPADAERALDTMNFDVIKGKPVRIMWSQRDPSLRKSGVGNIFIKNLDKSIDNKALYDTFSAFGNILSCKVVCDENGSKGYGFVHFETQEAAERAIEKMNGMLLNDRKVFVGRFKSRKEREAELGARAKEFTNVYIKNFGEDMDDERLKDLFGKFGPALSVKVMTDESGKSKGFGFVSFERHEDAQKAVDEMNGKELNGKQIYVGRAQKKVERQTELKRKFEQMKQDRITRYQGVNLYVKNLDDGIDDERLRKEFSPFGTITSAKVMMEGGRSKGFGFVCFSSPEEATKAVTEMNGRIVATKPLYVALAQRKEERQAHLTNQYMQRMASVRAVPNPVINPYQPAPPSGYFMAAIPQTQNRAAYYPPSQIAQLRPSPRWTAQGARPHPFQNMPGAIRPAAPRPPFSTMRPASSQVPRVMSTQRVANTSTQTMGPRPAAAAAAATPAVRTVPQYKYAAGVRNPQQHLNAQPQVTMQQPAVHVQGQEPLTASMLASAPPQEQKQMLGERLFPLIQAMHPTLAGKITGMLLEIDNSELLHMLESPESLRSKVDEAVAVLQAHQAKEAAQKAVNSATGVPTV
eLon inh = inhibitors of E. coli Lon protease, primary screen, biochemical, fluorescence polarization | purified E. coli Lon protease | actives 0.42% (n = 360,000) | P0A9M0 | inhibition, % at 7.94 µM | AID 602123, 2011; in the data active = inhibition above about 13%, passing the limit was not always enough;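 also: 0% = enzyme with probe and DMSO and 100% = no enzyme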
MsrA inhibitor = bovine MsrA enzyme inhibitors, primary screen, biochemical, absorbance, HTS; AID 651718, 2012; purified bovine MsrA, absorbance read-out; inhibition, % at 15.5 µM; Methionine sulfoxide reductase A (Bos taurus); actives 0.75% (n = 360,000); in the data active = inhibition above about 4.5%;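 also: 0% = vehicle wells with enzyme and 100% = reference inhibitor wells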
* hit, by the source's call; . = not tested or not shown.

SMILES | MT1-MMP act inh | SKN-1 inh | FAS-TE inh | NRP1-CendR mod | bovine MsrA act | TbMetRS inhib | PABP1 MLLE inh | eLon inh | MsrA inhibitor
Cc1ccc(-c2csc(N3CCC[C@@H]3C(=O)NCCn3c(-c4ccncc4)nc4ccccc43)n2)cc1 | 0 | 8 | -3 | -13 | -12 | 0.3 | -14 | 3 | 0.9
Cc1nnc(Sc2cc(C(=O)NC3CC3)c3ccccc3n2)s1 | -5 | 0 | -13 | 4 | -5 | -0.6 | -9 | -3 | 0.4
CCOC(=O)CN(C(=O)c1ccccc1)c1ccccc1C | 1 | -16 | -1 | 9 | -1 | -0.3 | -8 | -7 | -1.5
N#Cc1nc(-c2ccco2)oc1NCCc1ccccc1 | 14 | 21 | 3 | 6 | 1 | -0.4 | -11 | 1 | 0.6
C[C@@H]1CN(S(=O)C(C)(C)C)[C@@H](CCO)/C1=C\c1ccccc1 (stereo partly drawn) | -1 | 7 | -7 | 3 | -1 | 0.7 | -2 | -3 | -1.3
CS(=O)(=O)N1CCc2cc(C(=O)Nc3ccccc3Cl)ccc21 | 6 | 6 | 3 | -9 | -9 | -0.9 | 9 | -1 | 0.2
Fc1ccccc1NC(=S)NNc1ncc(C(F)(F)F)cc1Cl | -4 | 1 | -3 | 0 | -4 | -0.2 | 24 | -15 | 0.1
CCOCN(C(=O)Cn1c(COC)nc2ccccc21)c1c(C)cccc1CC | 1 | -9 | -6 | 1 | -1 | 0.1 | 15 | 2 | 0.8
Cc1ccc2cc(CN(CC3CCCO3)S(=O)(=O)c3ccccc3)c3nnnn3c2c1 (stereo not drawn) | 12 | 8 | 20 | -3 | -2 | -0.4 | 0 | -3 | -1.4
C#CCOCCOCCOCCNc1nc(N2CCN(C(=O)[C@H](CCC(=O)O)n3cc(C(N)CO)nn3)CC2)nc(N2CCN(C(=O)[C@H](CCC(=O)O)n3cc(C(N)[C@H](C)CC)nn3)CC2)n1 (stereo partly drawn) | -3 | 19 | -8 | -18 | -1 | -0.1 | -2 | 1 | .
Cc1noc(C)c1C(=O)OCC(=O)N1CCN(S(=O)(=O)c2ccc3ccccc3c2)CC1 | 4 | -10 | 6 | 5 | -4 | 0.9 | 3 | -7 | 1.3
NS(=O)(=O)c1cccc(NC(=O)Cn2cnc3ccccc3c2=O)c1 | -2 | 0 | -6 | 1 | 0 | 0.0 | -42 | 2 | -1.3
CC(=O)OC(CC(=O)O)C[N+](C)(C)C (stereo not drawn) | -5 | 1 | -5 | 9 | -1 | -0.5 | 1 | -4 | 0.8
Cn1nnc(NC(=S)NC(=O)c2cccc3c(Br)cccc23)n1 | -4 | 7 | 0 | -5 | 1 | 0.1 | 40* | -5 | 0.6
O=C(O)c1cc2c(s1)-c1ccccc1OC2 | 3 | -30 | -4 | 7 | -7 | -1.7 | 0 | -8 | 2.9
Cc1ccc(S(=O)(=O)N2CCN(C(=O)c3cc(S(=O)(=O)N4CCOCC4)ccc3F)CC2)cc1 | 11 | -1 | -1 | 17 | -9 | -0.5 | 16 | 9 | 1.1
COc1cc(CN2CCCC(C)C2)cc([N+](=O)[O-])c1O (stereo not drawn) | 0 | -10 | -5 | 2 | -4 | -0.7 | 6 | -4 | -0.6
CC1CCN(c2nc(N(C)c3ccccc3)nc(N)c2[N+](=O)[O-])CC1 | 3 | -4 | 22 | -1 | -4 | -0.9 | 4 | 1 | 0.1
COc1ccc(CCNC(=O)CCCn2c(=O)c3cccn3c3cccnc32)c(OC)c1 | -4 | -4 | -3 | -6 | -5 | -0.6 | -9 | 0 | -0.2
COCCCNc1nc2nonc2nc1N(C)CC1CCCN1C (stereo not drawn) | 1 | 4 | -3 | -3 | -6 | 0.5 | -10 | 2 | 2.8

Limited to TbMetRS inhib and FAS-TE inh, for 4 of the compounds above:
canonical_smiles | TbMetRS inhib | FAS-TE inh
Cc1nnc(Sc2cc(C(=O)NC3CC3)c3ccccc3n2)s1 | -0.6 | -13
CCOC(=O)CN(C(=O)c1ccccc1)c1ccccc1C | -0.3 | -1
N#Cc1nc(-c2ccco2)oc1NCCc1ccccc1 | -0.4 | 3
C[C@@H]1CN(S(=O)C(C)(C)C)[C@@H](CCO)/C1=C\c1ccccc1 (stereo partly drawn) | 0.7 | -7

The listing continues:
SMILES | MT1-MMP act inh | SKN-1 inh | FAS-TE inh | NRP1-CendR mod | bovine MsrA act | TbMetRS inhib | PABP1 MLLE inh | eLon inh | MsrA inhibitor
CCSc1nnc(-c2cccc(S(=O)(=O)N(C)C)c2)n1-c1cc(OC)ccc1OC | 0 | 8 | -3 | -3 | -2 | -0.4 | -5 | -2 | 0.7
Cn1nnnc1Sc1c(Cl)cccc1[N+](=O)[O-] | 2 | 9 | -10 | -10 | -2 | 0.1 | 4 | -3 | -0.8
CCOc1ccc(-c2cn(-c3cccc(SC)c3)c(=O)[nH]2)cc1 | -2 | -1 | -3 | -24 | 7 | -0.2 | -5 | -13 | 0.9
O=C(Nc1cccc(OCC(=O)N2CCOCC2)c1)c1ccc(C(F)(F)F)cc1 | 3 | 0 | -7 | -2 | -1 | -0.4 | -10 | 6 | -0.8
CCCC(C(=O)NC(C)(C)CC)N(CC1CCCO1)C(=O)CNS(=O)(=O)c1ccc(F)cc1 (stereo not drawn) | 0 | 2 | 2 | 9 | -2 | -0.8 | -15 | -6 | 1.1
COc1cc2c(cc1OC)CN(CC(=O)Nc1ccc(C)c(C)c1)CC2 | -2 | 16 | 3 | -7 | 0 | -0.1 | 8 | 2 | -0.4
CCCc1c(C(=O)N/N=C/C=C/c2ccccc2)nnn1-c1nonc1N | 3 | 6 | -5 | -13 | -3 | -0.2 | -3 | 8 | 0.5
O=C(c1nc2ncccn2n1)N1CCN(c2ccccc2)CC1 | 7 | 6 | -6 | 3 | 0 | -0.4 | 1 | -2 | 0.1
OC(c1cccc(F)c1)c1ncc(-c2ccc3ccccc3c2)[nH]1 (stereo not drawn) | 3 | 10 | 1 | 7 | -2 | 1.4 | -6 | -2 | 1.0
Cc1ccc(N(CC(=O)Nc2c(C)cccc2C)S(C)(=O)=O)cc1 | -3 | 2 | -1 | 5 | -1 | -0.2 | 8 | -3 | 0.6
COc1ccc(N2CCN(c3oc(COc4ccccc4)nc3C#N)CC2)cc1 | -14 | 5 | 35 | 13 | -5 | 0.0 | -10 | -8 | 0.1
CC(C)OCC(O)CN1CCN(CC(O)COc2ccc3c(c2)OCO3)CC1 (stereo not drawn) | 0 | -4 | -9 | -10 | -13 | -1.5 | 4 | -6 | -0.2
Cc1ccc(OCc2nc(C#N)c(N3CCCCC3)o2)cc1 | 2 | 0 | 19 | 6 | -3 | 0.6 | 12 | -9 | 0.6
COC(=O)CN1C(=S)N(Cc2ccccc2)C(=O)C1CC(=O)Nc1ccc(Br)cc1 (stereo not drawn) | 2 | 39* | 34 | 0 | -1 | 64* | -7 | 4 | 0.7
Cc1ccn2c(CNCCCn3cccn3)c(C(=O)N3CCCCCC3)nc2c1 | -1 | -5 | -5 | -9 | -2 | 0.1 | -5 | 2 | 0.4
COC(=O)C1=NN(c2ccc(C)cc2)C2C(=O)N(c3ccccc3OC)C(=O)C12 (stereo not drawn) | -2 | -5 | -1 | -5 | -4 | 0.6 | -10 | 12 | 1.0
COc1ccccc1N1CCN(S(=O)(=O)CCNC(=O)COc2ccccc2)CC1 | -2 | 12 | 2 | -2 | -2 | 0.0 | 1 | 0 | 0.1
Cc1c(C)n(CC(O)CN2C(=O)c3ccccc3S2(=O)=O)c2ccccc12 (stereo not drawn) | -1 | -2 | 10 | 13 | -5 | 0.1 | -22 | 4 | 0.1
C/C(=N\Nc1ccc(C(F)(F)F)cn1)c1ccc(S(=O)(=O)NCc2ccco2)cc1 | -1 | 16 | -18 | -2 | -8 | -0.7 | -10 | -9 | 0.6
CCC(=O)C1CCCN(C(=O)c2ccc(OC3CCN(C(=O)CCOC)CC3)cc2)C1 (stereo not drawn) | -1 | 2 | -7 | 7 | -2 | -0.4 | -9 | 1 | 0.7

Some of the entries above in another layout.
smiles	MT1-MMP act inh	SKN-1 inh	FAS-TE inh	NRP1-CendR mod	bovine MsrA act	TbMetRS inhib	PABP1 MLLE inh	eLon inh	MsrA inhibitor
CC(C)OCC(O)CN1CCN(CC(O)COc2ccc3c(c2)OCO3)CC1 (stereo not drawn)	0	-4	-9	-10	-13	-1.5	4	-6	-0.2
Cc1ccc(OCc2nc(C#N)c(N3CCCCC3)o2)cc1	2	0	19	6	-3	0.6	12	-9	0.6
COC(=O)CN1C(=S)N(Cc2ccccc2)C(=O)C1CC(=O)Nc1ccc(Br)cc1 (stereo not drawn)	2	39*	34	0	-1	64*	-7	4	0.7

Further records follow.
SMILES | MT1-MMP act inh | SKN-1 inh | FAS-TE inh | NRP1-CendR mod | bovine MsrA act | TbMetRS inhib | PABP1 MLLE inh | eLon inh | MsrA inhibitor
CN1/C(=C\C(=O)COC(=O)c2ccccc2O)C(C)(C)c2ccccc21 | 6 | 17 | 22 | -27 | -2 | 0.0 | -15 | 8 | -0.1
COc1ccc(S(=O)(=O)c2nnn(-c3ccccc3Cl)c2N)cc1 | 2 | 5 | 10 | -1 | -2 | 0.4 | -8 | -2 | -0.9
O=C(CN(Cc1cccs1)C(=O)CSc1nnc(COc2ccccc2)o1)NC1CCCC1 | -1 | 10 | 10 | 12 | -1 | 0.0 | -3 | -9 | -1.5
CCc1ccc(-c2cc3c(=O)n(CC(=O)NCCCN4CCN(Cc5ccccc5)CC4)nc(C)n3n2)cc1 | -3 | 12 | 16 | 8 | -9 | -1.1 | 4 | 4 | 1.1
COc1cc(NS(=O)(=O)c2ccc(NC(=O)/C=C/C(=O)O)cc2)nc(OC)n1 | 0 | 5 | -4 | -1 | -4 | -1.0 | -5 | 0 | -0.4
CC(C)=CC(=O)NCCc1ccccc1 | -4 | 0 | -8 | -2 | -13 | -1.0 | 5 | -4 | -0.2
NC(=O)c1c(N)sc2c1CCCCC2 | -1 | 16 | -9 | -7 | 2 | -0.1 | 12 | 5 | -0.8
CN(C(=O)c1cc2n(n1)C(C(F)(F)F)CC(c1ccco1)N2)c1ccccc1 (stereo not drawn) | -2 | -16 | -5 | -8 | -5 | -0.8 | -1 | -5 | 0.1
O=[N+]([O-])CC(c1ccccc1)c1c[nH]c2ccccc12 (stereo not drawn) | -2 | -6 | 10 | 6 | -8 | -0.4 | -18 | 2 | 3.0
Cc1nn(C)c(C(=O)N/N=C/c2ccc(C(F)(F)F)cc2)c1[N+](=O)[O-] | 5 | 7 | 0 | -1 | -3 | -0.6 | -1 | 0 | 0.2
C[C@H](CO)N1C[C@H](C)[C@@H](CN(C)Cc2ccc3c(c2)OCO3)Oc2c(NS(C)(=O)=O)cccc2C1=O | 0 | 6 | -9 | 2 | -1 | 0.7 | 6 | -3 | 0.3
Cc1ccc(C2(C)NC(=O)N(CC(=O)N(Cc3ccccc3)C(C)(C)C)C2=O)cc1 (stereo not drawn) | -8 | -14 | 6 | 2 | -2 | 0.1 | -20 | -32 | -0.8
